From PubChem
bub3 = NCI yeast anticancer drug screen, S. cerevisiae bub3 mutant strain | % growth inhibition at 50 µM | 78,000 compounds, 9.9% hits | AID 167;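 note: 0% = growth of vehicle-only cultures of the same strain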
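Mutant yeast screening strain plus compound; vehicle-treated cultures serve as the 0% inhibition reference.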
yeast mec2-1 = NCI yeast anticancer drug screen, S. cerevisiae mec2-1 strain; AID 157; 79,000 compounds, 9% hits; growth inhibition, % at 50 µM;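 note: 0% = growth of vehicle-only cultures of the same strain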
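Test agents were screened against the mec2-1 yeast strain, with defined DNA repair or cell cycle alteration. Growth was scored as inhibition against vehicle-only controls.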
yeast cln2 rad14 = NCI yeast anticancer drug screen, S. cerevisiae cln2 rad14 strain; 78,000 compounds, 8.3% hits; % growth inhibition at 50 µM; AID 165;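 note: 0% = growth of vehicle-only cultures of the same strain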
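Each compound was tested on cln2 rad14 yeast. Inhibition of growth was calculated against vehicle-exposed controls.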
mlh1 rad18 = NCI yeast anticancer drug screen, S. cerevisiae mlh1 rad18 strain; growth inhibition, % at 50 µM; 79,000 compounds, 11% hits;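 note: 0% = growth of vehicle-only cultures of the same strain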
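Cells of a genetically altered yeast strain, deficient in DNA damage repair, were treated with compound. Their growth was then compared with that of vehicle-treated cultures to give inhibition.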
sgs1 mgt1 = NCI yeast anticancer drug screen, S. cerevisiae sgs1 mgt1 strain | growth inhibition, % at 50 µM | 78,000 compounds, 10% hits | AID 161;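 note: 0% = growth of vehicle-only cultures of the same strain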
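Read-out: growth inhibition vs vehicle controls. Cells: mutant yeast strain deficient in DNA damage repair.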
rad50 = NCI yeast anticancer drug screen, S. cerevisiae rad50 strain; % growth inhibition at 50 µM; 79,000 compounds, 10% hits;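 note: 0% = growth of vehicle-only cultures of the same strain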
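Genetically altered yeast (DNA repair pathway); compound treatment; growth inhibition vs vehicle ctrl.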
Numbers without * were called inactive; & = joins results of further samples. Cut-off read from the data, not from the text of the source: active = growth inhibition above about 70%; inactive = the rest. This is a random part of the collection. Share with any hit: about 14%.

A first look (23 entries):
SMILES	bub3	yeast mec2-1	yeast cln2 rad14	mlh1 rad18	sgs1 mgt1	rad50
Oc1cccc(NCNC2Nc3ccccc3N2)c1	10	15	-11	14	-1	6
CCCCOC(=S)Nc1ccc(S(=O)(=O)c2ccc(NC(=S)OCCCC)cc2)cc1	-5	0	9	-10	13	23
COC(=O)/C=C/CCCC1CCCCC1	-15	-4	0	-14	5	-8
CC(=O)NNc1nc(C)c(C(=O)NNC(=O)C(=O)Nc2ccc(C)c(C)c2)s1	21	-1	5	-1	-6	9
COc1ccc(/C=C/c2cc(OC)c(OC)c(OC)c2)cc1O[Si](C)(C)C(C)(C)C	-38	-2	53	-4	14	-3
O=C(O)c1cc([N+](=O)[O-])ccc1C(=O)c1cccs1	13	5	14	0	39	25
COc1ccc(C(=O)C(CCC(=O)c2ccc(O)cc2)S(C)(=O)=O)cc1 (centres undefined)	2	-7	-29	-7	-4	0
CC(=O)O[C@H]1C(=O)[C@@]2(C)[C@H]([C@H](OC(=O)c3ccccc3)[C@]3(O)C[C@H](OC(=O)[C@H](OC(=O)OCCC(O)CO)[C@@H](NC(=O)c4ccccc4)c4ccccc4)C(C)=C1C3(C)C)[C@]1(OC(C)=O)CO[C@@H]1C[C@@H]2O (some centres undefined)	-3	-9	-7	-7	7	9
OC1CCCC2CCCC12 (centres undefined)	16	1	15	-6	-8	1
COc1ccc(CCc2cc(OC)c(OC)c(OC)c2)cc1	23	5	16	-12	16	2
CC1(O)CCCC1(C)O (centres undefined)	-22	-21	-39	-24	-19	-29
O=P(O)(c1cc(Cl)cc(Cl)c1)c1cc(Cl)cc(Cl)c1	-7	-7	-5	-4	10	2
O=C(O)/C=C\CC1(O)CCCCC1	-11	-16	-31	8	12	-8
Cc1ccc(C(=O)OC2C3(C)CCC(C3)C2(C)C)cc1 (centres undefined)	10	18	-37	0	14	16
CC(=O)OC1CC2C3CCC(C3)C2C1Br (centres undefined)	-2	1	-68	-10	5	8
CCc1c(-c2ccccc2)nc(N)nc1-c1nc(N)nc(-c2ccccc2)c1CC	-13	-11	6	11	-17	7
COC(OC)c1ccccc1CO	4	-28	-42	-15	-6	-8
CN(C)c1ccc(N=Cc2ccc3c(c2)OCO3)cc1	-6	6	-18	0	-15	-7
COc1c(C)cc(Cc2ccc3c(c2)OCO3)cc1C	-11	-13	-22	-5	4	-8
CC(C)c1ccc(CN)cc1	-37	-39	6	-18	-30	-23
CCOP(=O)(Cc1c(C)cc(Br)c2ccccc12)OCC	5	-14	-32	-9	-1	-3
CCCCCCCCCCCCCCCCCCNC(=O)N1CCC(C)CC1	5	-5	-14	-25	21	-8
CCCCCCCC#N	1	5	41	2	27	20

Results, from the start:
SMILES	bub3	yeast mec2-1	yeast cln2 rad14	mlh1 rad18	sgs1 mgt1	rad50
Oc1cccc(NCNC2Nc3ccccc3N2)c1	10	15	-11	14	-1	6
CCCCOC(=S)Nc1ccc(S(=O)(=O)c2ccc(NC(=S)OCCCC)cc2)cc1	-5	0	9	-10	13	23
COC(=O)/C=C/CCCC1CCCCC1	-15	-4	0	-14	5	-8
CC(=O)NNc1nc(C)c(C(=O)NNC(=O)C(=O)Nc2ccc(C)c(C)c2)s1	21	-1	5	-1	-6	9
COc1ccc(/C=C/c2cc(OC)c(OC)c(OC)c2)cc1O[Si](C)(C)C(C)(C)C	-38	-2	53	-4	14	-3
O=C(O)c1cc([N+](=O)[O-])ccc1C(=O)c1cccs1	13	5	14	0	39	25
COc1ccc(C(=O)C(CCC(=O)c2ccc(O)cc2)S(C)(=O)=O)cc1 (centres undefined)	2	-7	-29	-7	-4	0
CC(=O)O[C@H]1C(=O)[C@@]2(C)[C@H]([C@H](OC(=O)c3ccccc3)[C@]3(O)C[C@H](OC(=O)[C@H](OC(=O)OCCC(O)CO)[C@@H](NC(=O)c4ccccc4)c4ccccc4)C(C)=C1C3(C)C)[C@]1(OC(C)=O)CO[C@@H]1C[C@@H]2O (some centres undefined)	-3	-9	-7	-7	7	9
OC1CCCC2CCCC12 (centres undefined)	16	1	15	-6	-8	1
COc1ccc(CCc2cc(OC)c(OC)c(OC)c2)cc1	23	5	16	-12	16	2
CC1(O)CCCC1(C)O (centres undefined)	-22	-21	-39	-24	-19	-29
O=P(O)(c1cc(Cl)cc(Cl)c1)c1cc(Cl)cc(Cl)c1	-7	-7	-5	-4	10	2
O=C(O)/C=C\CC1(O)CCCCC1	-11	-16	-31	8	12	-8
Cc1ccc(C(=O)OC2C3(C)CCC(C3)C2(C)C)cc1 (centres undefined)	10	18	-37	0	14	16
CC(=O)OC1CC2C3CCC(C3)C2C1Br (centres undefined)	-2	1	-68	-10	5	8
CCc1c(-c2ccccc2)nc(N)nc1-c1nc(N)nc(-c2ccccc2)c1CC	-13	-11	6	11	-17	7
COC(OC)c1ccccc1CO	4	-28	-42	-15	-6	-8
CN(C)c1ccc(N=Cc2ccc3c(c2)OCO3)cc1	-6	6	-18	0	-15	-7
COc1c(C)cc(Cc2ccc3c(c2)OCO3)cc1C	-11	-13	-22	-5	4	-8
CC(C)c1ccc(CN)cc1	-37	-39	6	-18	-30	-23
CCOP(=O)(Cc1c(C)cc(Br)c2ccccc12)OCC	5	-14	-32	-9	-1	-3
CCCCCCCCCCCCCCCCCCNC(=O)N1CCC(C)CC1	5	-5	-14	-25	21	-8
CCCCCCCC#N	1	5	41	2	27	20
CCOc1ccc(N=Cc2ccc3cc(C)ccc3n2)cc1	-2	-10	12	-20	-2	-10
Cc1ccc(S(=O)(=O)NNC(=O)c2cc(C(=O)NNS(=O)(=O)c3ccc(C)cc3)c(C)nc2C)cc1	8	5	22	-8	7	-2
CCOC(=O)/C(=C/C(Cl)(Cl)Cl)C(C)=O	3	-7	-33	21	4	21
C=CCOC(=O)C(O)C(CC)CCCCC (centres undefined)	54	46	80*	-3	77*	53
CC1C(=O)C(c2ccccc2)(c2ccccc2)CC[N+]1(C)C (centres undefined)	4	5	-14	10	3	1
CC(C)CNCCCC(C)Nc1ccnc2cc(Cl)ccc12 (centres undefined)	-15	-1	-3	-10	-2	11
CC1(c2ccccc2)CCC(=O)NC1 (centres undefined)	-7	-37	8	12	-2	0
c1ccc([P+](CCCCCCCC[P+](c2ccccc2)(c2ccccc2)c2ccccc2)(c2ccccc2)c2ccccc2)cc1	91*	92*	88*	90*	91*	88*
c1ccc(-c2cnc3nc4ccccc4nc3n2)cc1	92*	51	36	90*	96*	95*
CCOC(=O)C(=N\Nc1ccc(C)cc1)/C(C)=N\NC(N)=S	46	25	28	47	20	36
C/C(=N/O)c1cccc(C(F)(F)F)c1	35	14	36	19	-7	7
O=C(O)c1ccc(S(=O)(=O)c2cccc([N+](=O)[O-])c2)cc1	2	0	-10	5	0	-5
CCOC(=O)/C(C#N)=N/Nc1ccc(Cl)cc1	9	7	10	-16	33	-10
CN(C)Cn1c2ccccc2c2ccccc21	-1	-1	0	-12	4	-2
CCCCCCCN=C(N)c1ccc(C(=O)OCc2ccccc2)cc1	99*	100*	99*	100*	100*	100*
COC(=O)N/N=c1\cc(C(=O)Nc2ccc(C)c(C)c2)oc2cc(O)ccc12	-20	-4	5	-9	-22	9
CC(O)C([NH-])C(=O)O.CC([NH-])C(=O)O.[Cu+2] (centres undefined)	13	16	13	15	7	27
Cc1cc(N=Nc2ccc(NC(=O)c3ccc(NC(=O)c4ccccc4)cc3)c3ccc(S(=O)(=O)O)cc23)ccc1N=Nc1ccc2c(O)cc(S(=O)(=O)O)cc2c1	-11	10	-1	0	26	8
OCC1=CC(O)C2C=COC(OC3OC(CO)C(O)C(O)C3O)C12 (centres undefined)	-32	-25	-6	-31	-19	-16
CC(=O)c1cccc(NC(=O)Oc2ccc3c(C)cc(=O)oc3c2)c1	61	35	12	0	17	10
CSc1nc(Cl)c2[nH]c(SC)nc2n1	11	-2	-17	24	25	6
O=C(O)C(Cc1c[nH]c2ccccc12)Nc1ccc([N+](=O)[O-])cc1[N+](=O)[O-] (centres undefined)	4	-4	-11	8	14	-28
COc1ccc(C2OC3=C(Nc4ccc(Cl)cc4N3)C2=O)c(OC)c1 (centres undefined)	-42	-31	-30	-29	-28	-9
O=C(CC(CC(=O)c1ccccc1)c1ccncc1)c1ccccc1	5	-14	8	-17	-25	-8
CCCCC(=O)c1c(O)nc2sccn2c1=O	87*	85*	53	83*	89*	85*
CSc1nc(N)c2cnn(Cc3ccccc3)c2n1	31	12	9	31	34	28
CC1=N/C(=C\c2ccc(C)cc2)C(=O)O1	-3	-2	-23	-1	-7	-3
Next compounds
SMILES	bub3	yeast mec2-1	yeast cln2 rad14	mlh1 rad18	sgs1 mgt1	rad50
O=c1nc(-c2ccccc2)c(-c2ccccc2)n[nH]1	-33&-14	4&0	9&-24	2&17	22&0	23&7
CC(=O)Nc1cc2ccccc2oc1=O	-12	-25	2	1	-5	-6
CS(=O)(=O)CC(=O)c1ccccc1	-6	-14	-24	22	5	6
CC(=O)N1CCN(C=S)CC1	-4	-10	16	-16	-6	-16
CC(=O)[O][Ga]([Br])[O]C(C)=O	16	12	14	0	12	6
O=C1OC(=O)C(Cl)=C1Cl	9	-10	11	22	29	17
COc1ccc(NC(=O)Nc2cccc(Cl)c2C)c(OC)c1	10	9	-3	6	33	-1
Nc1ccc(F)cc1[N+](=O)[O-]	2	0	-26	11	-7	-22
COc1cccc(NC(=S)/C(=C(\[O-])c2ccc([N+](=O)[O-])cc2)[n+]2ccc(C(C)C)cc2)c1	-4	-2	-21	19	2	0
Oc1ccccc1CN=Cc1ccccc1	-27	4	0	5	-4	7

Next part, overlapping the part above by 2 compounds.
SMILES	bub3	yeast mec2-1	yeast cln2 rad14	mlh1 rad18	sgs1 mgt1	rad50
COc1cccc(NC(=S)/C(=C(\[O-])c2ccc([N+](=O)[O-])cc2)[n+]2ccc(C(C)C)cc2)c1	-4	-2	-21	19	2	0
Oc1ccccc1CN=Cc1ccccc1	-27	4	0	5	-4	7
CC(C)(C)CC(C(=O)O)[Si](C)(C)C (centres undefined)	3	7	-1	-10	-2	-5
NCCNS(=O)(=O)c1ccc(N)cc1	-31	-28	-22	-6	-25	-14
CCCCCCCCNC(=O)C(Cl)Cl	70*	3	-11	-3	40	-6
Cc1c(C(=O)/C=C/c2ccc(N(C)C)cc2)c(=O)n(-c2ccccc2)n1C	-30	-45	-9	-20	-36	-7
Cc1ccccc1S(N)(=O)=O	-7	-28	-42	3	-23	-18
CC12CC3CC1C(C(=O)O2)C3C(=O)O (centres undefined)	-7	-28	6	-9	-26	-21
C1=CC(=NN=C(c2ccccc2)c2ccccc2)C=CC1=NN=C(c1ccccc1)c1ccccc1	-2	0	-3	2	-11	-2
O=C1CCC2=NCc3c(ccc4ccccc34)N12	-12	-1	-43	-4	-13	5
CNc1nc(C(N)=O)c(N)s1	15	-18	13	6	13	2
Nc1nc(=O)n(C2OC(CO)C(O)C2O)cc1[N+](=O)[O-] (centres undefined)	-13	19	-10	18	4	-6
Cc1ncc(-c2ccccc2)o1	-20	-21	-7	-16	-2	-20
O=[N+]([O-])c1cccc2cnccc12	6	22	-21	18	4	-7
CC(=O)Nc1cccc(N=Cc2ccc(N(CCOS(C)(=O)=O)CCOS(C)(=O)=O)cc2C)c1	14	71*	23	93*	40	74*
COc1ccc(Nc2nc3ccccc3nc2C(=O)O)cc1OC	26	12	6	-34	-10	-24
OCC(O)COCC#Cc1ccccc1 (centres undefined)	-15	2	-60	16	3	6
O=C(O)c1ccc(N=C=S)cc1O	4	-9	-13	-2	-2	-2
CC(Br)C(C)C(Cl)(Cl)Cl (centres undefined)	18	5	-20	-1	14	22
CCNC(=O)c1cc2ccccc2[n+](C)c1	5	-9	-5	2	1	6
COC(=O)c1ccc(OCc2ccccc2)cc1	-15	1	-45	-12	-2	-14
Nc1nc(CCl)nc(Nc2ccccc2)n1	-1	-41	25	-2	-9	-12
O=C1NC(=O)C2(CCN(Cc3ccccc3)CC2)N1c1ccccc1	13	0	6	3	-5	9
CC(=O)OCC(=O)C1(O)CCC2C3CCC4CC(OC(C)=O)CCC4(C)C3CC(=O)C21C (centres undefined)	-3	8	7	31	7	11
COC(=O)Cc1nc2ccc(OC)cc2[nH]c1=O	-7	6	0	-8	-30	0
CCCCCCCCCCCCCCCCCCNC(=O)NCCc1ccccc1	1	-23	-27	-48	-16	-20
